# Screening results from PubChem.
# PPC-1+TRAIL kill: compounds killing PPC-1 cancer cells with TRAIL present (potentiator screen, no TRAIL-free arm); PPC-1 cells + TRAIL, ATPLite viability luminescence; cell killing (% activity), % at 4 µM; 220,000 tested, 0.41% active; AID 1443;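 active = cell killing above 50% in the first pass at 4 µM, then a duplicate retest at 5 µM averaging 50% or more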;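 also: plate controls were cells with TRAIL plus DMSO for no effect and medium-only wells lacking cells for full effect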
# Furin inhibitor: inhibitors of human furin. purified furin, fluorogenic substrate cleavage. inhibition, % at 30 µM. 220,000 tested, 0.061% active; in the data active = inhibition above about 25%; also: inactives centre near -15
# zfTRPN1 agonist: zebrafish TRPN1 (NompC) channel agonism; HEK293 zebrafish TRPN1-YFP, Fluo-8 calcium fluorescence; 100% = response to 87 µM carbachol; activation, % at 3 µM; 220,000 tested, 0.18% active; AID 1424;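 active = activation above its plate's cutoff, the mean activation of test wells on that plate plus 3 SD, cut at about 19% in these data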;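 also: 0% = DMSO alone and 100% = 87 µM carbachol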
#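 Material: zebrafish TRPN1-YFP in HEK293 cells. Doses: one dose of 3 µM, 0.3% DMSO. Incubation: dye 1 h 37 °C plus 30 min RT. Measured by: intracellular calcium fluorescence with Fluo-8.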
# thrombin 1536: blocks human thrombin protease activity | alpha-thrombin, Boc-VPR-AMC fluorogenic substrate cleavage | inhibition, % at 5 µM | 220,000 tested, 0.26% active | AID 1046;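 active = inhibition at or above 40%; inactive = inhibition below 40%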;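 also: 0% = enzyme with no compound and 100% = wells without enzyme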
#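 Material: human alpha-thrombin protein. Incubation: reaction at ambient temperature. Technique: fluorescence of released AMC, ex 355 nm, em 460 nm. Control set: no-compound enzyme wells and no-enzyme blanks. Also added: Boc-VPR-AMC substrate, 15 µM final. Buffer or medium: pH 7.5 Tris (50 mM) with NaCl 150 mM, Tween 20 0.05%.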
# TRPML3 ag: activates the human TRPML3 channel | 220,000 tested, 0.29% active | activation, % at 3 µM | AID 1448 | HEK293 TRPML3-YFP, Fluo-8 calcium fluorescence; 100% = the carbachol control signal | Q8TDD5;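 active = activation above its plate's cutoff, the mean activation of the plate's test wells plus 3 SD, cut at about 12% in these data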;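 also: 0% = DMSO only wells and 100% = carbachol wells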
# Target sequence (Q8TDD5 whole entry, looked up): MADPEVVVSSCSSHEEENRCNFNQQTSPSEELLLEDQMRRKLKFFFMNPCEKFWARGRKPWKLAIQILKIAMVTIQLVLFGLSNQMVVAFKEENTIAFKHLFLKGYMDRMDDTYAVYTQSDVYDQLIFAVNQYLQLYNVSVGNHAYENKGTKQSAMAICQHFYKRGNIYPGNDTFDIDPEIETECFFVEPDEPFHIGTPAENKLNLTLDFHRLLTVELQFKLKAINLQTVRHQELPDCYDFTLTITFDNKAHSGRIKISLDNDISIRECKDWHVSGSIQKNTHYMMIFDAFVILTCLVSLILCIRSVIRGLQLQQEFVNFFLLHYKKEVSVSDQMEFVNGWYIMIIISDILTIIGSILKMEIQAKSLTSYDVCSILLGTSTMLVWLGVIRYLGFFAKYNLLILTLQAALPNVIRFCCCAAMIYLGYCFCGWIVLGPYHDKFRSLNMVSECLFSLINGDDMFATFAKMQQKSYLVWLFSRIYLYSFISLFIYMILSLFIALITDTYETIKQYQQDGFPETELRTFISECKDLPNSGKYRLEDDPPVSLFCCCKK
#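 Material: HEK293 cells stably carrying human TRPML3-YFP; compound dosing: single dose, 3 µM final nominal compound, 0.3% DMSO final; incubation: 1-h 37 °C dye load, 5-s basal, 120-s post-compound reads; technique: Fluo-8 intracellular calcium fluorescence, excitation 470-495 nm, emission 515-575 nm; read-out basis: percent activation from peak-to-basal fluorescence ratio, scaled between DMSO and carbachol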
# Cl transport mod: modulators of human KCC2 chloride dependent transport | B-score of Tl+ flux slope (higher = more flux/activation; lower = inhibition) at 10 µM | KCC2 cells, thallium flux FluoZin-2 fluorescence | Q9H2X9 | 190,000 tested, 2.2% active;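 active = thallium flux slope and its plate-corrected score both differing from the plate sample mean at a set confidence after two filtering rounds, in either direction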;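 also: slope of fluorescence scaled to starting intensity during 10 to 20 s after thallium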
# Calpain2 inh: blocks pig calpain II enzyme activity; purified calpain II, fluorogenic peptide substrate, 30 min; inhibition, % at 16 µM; 220,000 tested, 0.37% active; AID 1236;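 active = inhibition above about 50%, limit read from the data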
# Tb hexokinase: blocks Trypanosoma brucei hexokinase 1 activity; recombinant TbHK1, G6PDH-coupled NADH A340; 220,000 tested, 0.11% active; inhibition, % at 10 µM;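 active = inhibition of 50% or more in the single-dose primary screen; inactive = inhibition below 50%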
# EBV gp42 inh: blocks Epstein-Barr virus glycoprotein 42 binding; Q1HVG2; Fluorescence polarization binding assay, mP read-out; inhibition, % (tested at 21.74 µM); 220,000 tested, 0.42% active; in the data active = inhibition above about 50%
# Target sequence (Q1HVG2 whole entry, looked up): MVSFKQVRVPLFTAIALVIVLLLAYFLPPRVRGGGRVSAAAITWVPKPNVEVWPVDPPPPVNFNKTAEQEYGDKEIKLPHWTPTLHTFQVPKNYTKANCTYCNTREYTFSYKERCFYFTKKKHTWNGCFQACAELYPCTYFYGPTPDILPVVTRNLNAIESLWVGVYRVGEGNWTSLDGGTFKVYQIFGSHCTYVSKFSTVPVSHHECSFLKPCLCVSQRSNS
# Starred values were filed as active, the others as inactive; · = no result given; [ ] = remark or other dose.
# The line under a structure holds: Tb hexokinase	TRPML3 ag	EBV gp42 inh	Cl transport mod	PPC-1+TRAIL kill	Furin inhibitor	thrombin 1536	zfTRPN1 agonist	Calpain2 inh
CC(C)[C@H](NC(=O)c1ccccc1)C(=O)OCC(=O)N1CCN(C(=O)c2ccco2)CC1
 : 4	-0.1	-16	-0.18	2	-27	-4	0.2	-13
COc1ccc(Br)cc1C1CC(=O)N2CN(C)CSC2=C1C#N (stereo not drawn)
 : -17	0.5	-10	-1.8	-10	-20	-6	-0.8	6
CCOC(=O)C1CSC(CC(=O)Nc2ccc(OCC)cc2)C(=O)N1 (stereo not drawn)
 : -4	-0.2	-13	0.78	10	-19[20 µM]	-1	-0.4	-17
O=C(Nc1ccccc1C(=O)N1CCOCC1)C1COc2ccccc2O1 (stereo not drawn)
 : 9	0.3	-5	·	24	-16[20 µM]	5	0.7	-6
CCOC(=O)c1ccc(NC(=O)Nc2cc(C)on2)cc1
 : -2	0.8	-19	0.45	0	-23[20 µM]	-1	0.5	8
Cc1ccsc1/C=N\Nc1cn[nH]c(=O)c1Cl
 : -60	-0.7	-5	-1.2	16	7	-14	-2.4	21
O=C(COc1ccc(Cl)cc1)Nc1ccc2c(c1)CCC2
 : 3	0.1	-17	-1	-4	-17	0	-1.1	14
COc1ccc(NC(=O)N2CCCCCC2)cc1
 : 3	0.8	1	0.72	10	-21	2	0.0	17
COc1ccc(CC(=O)c2ccc(OC)c(OC)c2)cc1
 : -6	0.1	-16	-0.51	16	-13	0	-0.3	-12
COc1ccc(/C=N/Nc2nc3ccccc3s2)cc1O
 : -47	1.0	-2	-1.4	40[5 µM]	-5	1	1.1	6

# Full records, looked up by structure. Order of values: Tb hexokinase, TRPML3 ag, EBV gp42 inh, Cl transport mod, PPC-1+TRAIL kill, Furin inhibitor, thrombin 1536, zfTRPN1 agonist, Calpain2 inh
# Listed for `COc1ccc(Br)cc1C1CC(=O)N2CN(C)CSC2=C1C#N` (stereo not drawn) → -17, 0.5, -10, -1.8, -10, -20, -6, -0.8, 6
# Listed for `O=C(COc1ccc(Cl)cc1)Nc1ccc2c(c1)CCC2` → 3, 0.1, -17, -1, -4, -17, 0, -1.1, 14

# Other entries follow:
# The line under a structure holds: Tb hexokinase	TRPML3 ag	EBV gp42 inh	Cl transport mod	PPC-1+TRAIL kill	Furin inhibitor	thrombin 1536	zfTRPN1 agonist	Calpain2 inh
CN(C(=O)Nc1ccc(Cl)cc1Cl)[C@H]1c2cc(Br)ccc2OC[C@H]1CO
 : -4	-0.7	-5	-1.3	4	-16[20 µM]	5	-0.2	8
O=c1c2c(-c3cccs3)csc2ncn1-c1ccccc1
 : -2	-0.5	-14	-0.22	16	-16[20 µM]	0	-1.4	-36
COc1cc([N+](=O)[O-])ccc1NC(=O)Nc1nc2c(s1)CCCC2
 : -10	1.2	-11	-0.0088	-21	-10	-4	0.5	-62
COc1ncccc1-c1nnn(-c2ccc(C)cc2)n1
 : 0	-0.5	-2	-0.58	24	-35	-3	-2.1	-10
CCOC(=O)c1sc(NC(=O)CCCn2nc([N+](=O)[O-])cc2C)c(C(=O)OCC)c1C
 : -1	0.3	0	·	27	-27	0	-0.1	28
O=C1C2C3C=CC([C@@H]2C(=O)N1C1CC1)[C@H]1C(=O)N(C2CC2)C(=O)C31 (stereo partly drawn)
 : 4	1.2	1	0.13	28	-27[20 µM]	2	1.7	-13
O=S(=O)(Nc1nc2ccccc2nc1NCC1CCCO1)c1cc(Cl)ccc1Cl (stereo not drawn)
 : -29	1.2	8	-0.098	8	-31	-3	0.0	-6
C/C(=N\NC(=O)c1c(Cl)c(C)nn1C)c1cccc(NC(=O)COc2ccccc2)c1
 : -8	-0.7	5	0.076	1	-8[20 µM]	-7	-0.8	40
COc1ccc(/C=C/C=C2\NC(=S)NC2=O)cc1
 : -2	-0.2	-22	-2.6	4	-14	-1	-0.8	30
C/C(=C\C(=O)c1ccccc1)Nc1ccc(Cl)c(Br)c1
 : -4	0.5	·	·	·	-22[20 µM]	·	2.1	·
CCCCN1C(=O)C(NC(=O)c2cccnc2)(C(F)(F)F)C2=C1CC(C)(C)CC2=O (stereo not drawn)
 : -8	1.0	-5	·	-5	-7[20 µM]	1	0.7	-13
COc1ccccc1NC(=O)c1ccc(-n2cccn2)nc1
 : 0	-1.3	-22	1.2	2	-14[20 µM]	-6	1.2	1
CC(=O)c1cccc(NS(=O)(=O)c2ccc(N/C=C\C(=O)c3ccc(F)cc3)cc2)c1
 : -5	0.3	-16	-0.77	-17	6[20 µM]	2	0.5	-54
COC(=O)Nc1nc2ccc(Br)cc2s1
 : -2	0.6	-15	-0.63	-9	-12	-4	2.0	5
O=C(N/N=C/c1ccccc1)c1ccc(N2CCOCC2)c([N+](=O)[O-])c1
 : -19	0.4	-7	-1.4	36	-9	-9	-0.4	13
N#Cc1c(N)nc2c3c(sc(=N)c2c1N)NC(=O)CC3c1ccccc1 (stereo not drawn)
 : 1	0.1	0	·	10	-16[20 µM]	-1	0.6	-126
COc1ccc(OCC(=O)NNC(=O)C2CCCO2)cc1 (stereo not drawn)
 : 31	0.4	2	-0.68	19	-10	-12	-1.6	15
Cc1cccc(Nc2nn3c(=O)c4ccccc4nc3s2)c1
 : 6	-0.1	-7	1.4	-7	-26	-4	1.5	-11
O=C(O)COc1ccccc1C1C2C(=O)N(c3ccc(F)cc3)C(=O)C2ON1c1ccccc1 (stereo not drawn)
 : -2	0.6	-3	0.89	-20	0	-6	0.1	-3
CCOC(=O)CNC(=O)CSc1nc(N)cc(N)n1
 : -2	-0.3	-4	1.5	2	-17[20 µM]	-2	0.2	8
FC(F)(F)c1cccc(Nc2nc(N3CCCC3)nc(N3CCCC3)n2)c1
 : -9	0.6	-4	-0.51	18	-26	1	-0.2	9
CCOCCCNC(=O)c1cn(C)c(=O)c2cc(OC)c(OC)cc12
 : -4	-0.1	-14	-0.5	-15	-23	5	-0.8	-2
N=c1sccn1CC(=O)Nc1ccccc1-c1ccccc1
 : -1	-0.4	-19	0.66	22	-15	-2	-1.2	16
COc1cc(SC)ccc1C(=O)Nc1nccs1
 : -19	1.0	3	-1.8	67*[5 µM]	-6	-4	0.2	14
C=CCn1c(SCC(=O)NCc2ccc3c(c2)OCO3)nc2scc(-c3ccccc3)c2c1=O
 : 0	0.2	-14	-1.2	17	-16[20 µM]	3	0.1	15
S=C1NCN(Cc2ccco2)CN1Cc1ccco1
 : -2	0.4	-6	1.8	14	-23	-5	0.8	18
COc1cc(NC(=O)CS(=O)(=O)c2ccccc2)cc(OC)c1OC
 : 5	0.6	2	-0.64	26	-22[20 µM]	-2	-1.0	13
Cc1cccc(Cl)c1NC(=O)N1CCCN(c2ncccc2[N+](=O)[O-])CC1
 : 3	-0.5	9	·	9	-8	-8	0.0	4
Cc1ccc(S(=O)(=O)N2CCOCC2)cc1NC(=O)COC(=O)CNC(=O)c1ccccc1
 : 31	0.8	-25	0.29	-21	-15	-4	-0.4	14
CC(=O)Nc1cccc(Oc2ccc3c(c2)C(=O)N(CCC(=O)O)C3=O)c1
 : 0	0.1	-22	-0.31	-6	-29[20 µM]	-1	1.3	-3
CCN(C(=O)c1cnc(N2CCN(c3ncccn3)CC2)c2ccccc12)c1cccc(Cl)c1
 : -13	0.7	0	-1.6	6	-7	-2	-0.3	-21
CCOc1ccc(Br)cc1S(=O)(=O)N1CC(C)OC(C)C1 (stereo not drawn)
 : 1	0.1	-20	0.48	14	-11[20 µM]	5	0.1	-12
O=C(Cn1cnc2c(oc3ccccc32)c1=O)c1ccccc1
 : 0	0.6	-2	-1.2	12	-26	-8	0.5	-20
Cc1c(Cl)cccc1NC(=S)NCCc1ccc(C(F)(F)F)cc1
 : 8	0.6	7	-0.052	1	-6	1	0.8	20
COc1ccccc1-c1nc(=S)c(C(C)=O)c(C)[nH]1
 : -4	1.1	-7	1.2	6	-15	-1	0.0	-16
Nc1cc([N+](=O)[O-])ccc1N1C(=O)CCCC1=O
 : -29	0.9	-6	1.4	11	-13	-1	0.9	21
Cc1ccc(-n2c(SCC(=O)N3c4ccccc4Sc4ccccc43)nnc2-c2ccncc2)cc1
 : -7	1.1	-8	-0.96	26	-7	-2	0.3	-9
CN(CC(=O)Nc1ccc(N2CCOCC2)cc1)Cc1c(O)ccc2ccccc12
 : 0	1.3	-4	-0.4	-22	-24	3	1.7	-9
O=C1NC(=Nc2ccccc2)S/C1=C/c1cccnc1
 : -31	1.1	-4	·	1	-14	3	-0.8	-9
O=C(CCC1CCCN(Cc2ccc(O)c(Cl)c2)C1)NCc1ccccc1F (stereo not drawn)
 : -3	0.6	-5	0.16	42	-15	-3	0.1	-11
CC[n+]1ccc(C(=O)NCc2ccccc2)cc1
 : 0	-1.1	-15	1	24	-24	0	1.5	-9
CCCS(=O)(=O)N1CCN(C2CCC(C)CC2)CC1 (stereo not drawn)
 : 4	0.9	-17	·	5	-23	-9	0.9	-5
O=C(c1cccc(Br)c1)N1CCN(C(=O)N2CCOCC2)CC1
 : 0	0.1	-14	0.051	16	-26[20 µM]	-2	1.5	-22
Cc1ccc(S(=O)(=O)Cn2nnnc2CN2CCN(Cc3ccc4c(c3)OCO4)CC2)cc1
 : 1	1.6	-1	-2.7	-2	-11	-3	-0.6	-25
CC(Oc1ccccc1F)C(=O)Nc1ccc2ccccc2c1 (stereo not drawn)
 : 5	-0.9	-4	-0.032	6	-18[20 µM]	7	-2.0	-9
Cc1ccc(OCC(O)Cn2c(=N)n(CCN3CCOCC3)c3ccccc32)cc1 (stereo not drawn)
 : -4	0.5	-16	-0.56	7	-24	0	0.2	-31
CCOC(=O)c1c(C)sc2c1N(C(=O)CN1CCOCC1)c1cc(Cl)ccc1S2
 : -5	-1.4	-5	·	0	-1[20 µM]	4	-1.3	-12
O=S(=O)(Nc1ccc(Cc2ccncc2)cc1)c1ccc(Cl)s1
 : 12	0.8	-13	-0.48	11	-23	0	0.2	14
O=C(CNC(=O)c1ccccc1)NCCc1nc2ccccc2[nH]1
 : -3	0.4	-14	0.037	12	-25	3	1.4	-6
S=C1SCN(CC2CC2)CN1CC1CC1
 : -7	0.7	-16	-0.4	0	-25	-2	0.8	-13

# Copied from the list:
# `O=C(c1cccc(Br)c1)N1CCN(C(=O)N2CCOCC2)CC1` | Calpain2 inh: -22
# `O=S(=O)(Nc1ccc(Cc2ccncc2)cc1)c1ccc(Cl)s1` | Tb hexokinase: 12
# `CCOC(=O)c1c(C)sc2c1N(C(=O)CN1CCOCC1)c1cc(Cl)ccc1S2` | Tb hexokinase: -5
# `CC[n+]1ccc(C(=O)NCc2ccccc2)cc1` | thrombin 1536: 0

# (cont.)
# The line under a structure holds: Tb hexokinase	TRPML3 ag	EBV gp42 inh	Cl transport mod	PPC-1+TRAIL kill	Furin inhibitor	thrombin 1536	zfTRPN1 agonist	Calpain2 inh
CCOc1cccc2sc(Nc3nc4ccc(NC(C)=O)cc4s3)nc12
 : -6	1.2	-18	0.0055	26	-23	-7	-0.7	-324
Nc1nc(N2CCN(Cc3ccccc3)CC2)n[nH]1
 : -3	0.1	0	-0.073	15	-11	4	-1.2	-3
COn1c(SC(C)C)nc2ccccc2c1=O
 : 1	-0.7	-5	0.23	-1	-6[20 µM]	-1	-0.2	17
Cc1ccc(SCCNC(=O)/C=C/c2ccccc2Cl)cc1
 : 6	-0.6	-13	·	8	-16[20 µM]	3	-0.3	20
Cc1cccc(-n2nnc(C(=O)NCc3ccc4c(c3)OCO4)c2N)c1
 : -2	-0.9	15	1.5	12	-21	-6	-0.7	25
